Source: PubChem
Artemis endo inh = inhibitors of human Artemis endonuclease activity; inhibition, % at 10 µM; 0.78% of 30,000 active; recombinant Artemis, quenched FAM hairpin cleavage fluorescence; AID 686954; Q96SD1;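 active = at 10 µM dose, at least 30% inhibition, measured as corrected fluorescence normalized to stimulator and neutral control wells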
Target sequence (Q96SD1 whole entry, looked up): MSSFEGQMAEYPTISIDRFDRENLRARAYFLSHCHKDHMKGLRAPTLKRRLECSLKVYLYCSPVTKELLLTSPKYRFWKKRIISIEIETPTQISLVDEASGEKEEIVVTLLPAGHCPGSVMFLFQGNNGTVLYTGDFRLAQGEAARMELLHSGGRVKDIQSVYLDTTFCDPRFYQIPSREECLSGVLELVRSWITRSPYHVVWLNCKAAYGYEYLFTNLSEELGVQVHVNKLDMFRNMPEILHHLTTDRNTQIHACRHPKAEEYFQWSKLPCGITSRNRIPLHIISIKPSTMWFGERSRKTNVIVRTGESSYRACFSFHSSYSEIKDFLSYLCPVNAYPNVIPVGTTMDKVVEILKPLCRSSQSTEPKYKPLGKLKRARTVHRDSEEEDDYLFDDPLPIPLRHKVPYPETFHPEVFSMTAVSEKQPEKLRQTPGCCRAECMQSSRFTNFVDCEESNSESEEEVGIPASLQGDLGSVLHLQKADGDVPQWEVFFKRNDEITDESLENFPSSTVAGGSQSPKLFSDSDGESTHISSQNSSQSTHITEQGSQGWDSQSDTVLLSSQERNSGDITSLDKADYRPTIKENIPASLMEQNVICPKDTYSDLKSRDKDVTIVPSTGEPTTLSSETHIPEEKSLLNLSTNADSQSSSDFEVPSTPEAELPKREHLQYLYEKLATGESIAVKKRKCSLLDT
* marks the source's active call; other numbers are inactive results.

Start of the data: the first 3 records as a preview:
mol	Artemis endo inh
O=C(c1ccco1)N1CCN(S(=O)(=O)c2ccc3[nH]c(=O)oc3c2)CC1	1.1
O=C1c2ccccc2S(=O)(=O)N1Cc1nc2ccccc2s1	-5.1
CCOC(=O)c1sc(NC(C)=O)c(C(=O)OCC)c1C	9.2

Results (from the top)
mol	Artemis endo inh
O=C(c1ccco1)N1CCN(S(=O)(=O)c2ccc3[nH]c(=O)oc3c2)CC1	1.1
O=C1c2ccccc2S(=O)(=O)N1Cc1nc2ccccc2s1	-5.1
CCOC(=O)c1sc(NC(C)=O)c(C(=O)OCC)c1C	9.2
Cc1ccc(-n2nc3c(c2NC(=O)c2ccc4c(c2)OCO4)CSC3)cc1	-1.2
O=C(NC1CCCCC1)C1CCCN(S(=O)(=O)c2cccs2)C1 (centres undefined)	-5.4
COc1ccc(/C=c2\sc3nc(-c4ccccc4)c(-c4ccccc4)n3c2=O)cc1OC	5.6
O=c1[nH]c2ccccc2n2c(-c3ccccc3)nnc12	12.8
Fc1cccc(-c2cc3nc(-c4ccccc4)cc(N4CCC5(CC4)OCCO5)n3n2)c1	-5.5
CC1=CC(=NOC(=O)/C=C/c2ccccc2)C=C(C)C1=O	2.6
CC(C)Cn1c(CN2C(=O)c3ccccc3C2=O)nc2ccccc2c1=O	-5.4
NC(=O)SCC(=O)Nc1ccc(Cl)c(Cl)c1	13.6
CSc1nc2ccccc2n1CC(=O)Nc1cc(C(F)(F)F)ccc1N1CCOCC1	-4.6
CCC(C)(C)NC(=O)C(c1ccc(C)cc1)N(Cc1ccco1)C(=O)Cn1nnc2ccccc21 (centres undefined)	-10.8
C/C(=N\NC(=O)CC1N=C(Cc2ccccc2)NNC1=O)c1ccccc1 (centres undefined)	-16.9
O=c1sc2ccccc2n1CCCOc1ccccc1	-1.2
Cn1ccnc1C(O)c1ccc(OCc2ccccc2)cc1 (centres undefined)	-0.9
CCCCn1nnnc1SCC(=O)Nc1cccc(C)n1	1.0
Cc1ccc(SCCNC(=S)Nc2ccccc2)cc1	-1.8
O=C(CSc1ncccc1C(=O)O)NCc1ccc(F)cc1	2.2
CCOc1ccc(CCNS(=O)(=O)c2cccc3nsnc23)cc1OCC	-5.7

The list goes on, overlapping the part above by 2 compounds.
mol	Artemis endo inh
O=C(CSc1ncccc1C(=O)O)NCc1ccc(F)cc1	2.2
CCOc1ccc(CCNS(=O)(=O)c2cccc3nsnc23)cc1OCC	-5.7
O=C(CNC(=O)c1ccccn1)N/N=C/c1ccccc1	1.7
O=C(OCc1cc2ccccc2[nH]c1=O)C1CCCCC1	0.6
O=C(O)c1ccc(CSCc2ccco2)cc1	-10.1
Cc1ccc(CN2CCN(CC(=O)NCc3ccc(Cl)cc3)C2=O)cc1	-8.9
CC1CCCC(NC(=O)COC(=O)CCC2CCCC2)C1C (centres undefined)	-2.3
CCOP(C)(=O)C1(C(=O)OCc2ccccc2)CC1 (centres undefined)	-5.6
O=C1Nc2ccccc2/C1=C/C(=O)c1cccs1	5.9
C/[N+]([O-])=C1\Cc2ccccc2C1=O	-1.5
O=C(c1ccco1)N1CCN(C(c2ccc(Cl)cc2)c2nnnn2CC2CCCO2)CC1 (centres undefined)	14.2
CSc1nnc(-c2cc3ccccc3cc2O)n1C	-0.5
COc1cccc(-c2csc(NC(C)=O)n2)c1	-4.9
CCCCC1CCC(c2nc(-c3ccccn3)no2)CC1 (centres undefined)	8.6
O=C(NCCCN1CCN(C2CCCCC2)CC1)Nc1ccccc1C(F)(F)F	1.2
N#CC1=C(N)Oc2n[nH]c(-c3ccc(F)cc3)c2C1c1cccnc1 (centres undefined)	1.5
C=CCSC1=N/C(=C\c2ccsc2)C(=O)S1	1.5
NC1=NC2(CCCCC2)n2c(nc3ccccc32)N1	-13.1
O=C(Cc1ccc(Cl)cc1)Nc1ccc(N2CCCC2)cc1	4.9
Cc1ccc(-c2nc(=S)c3c(n2Cc2ccco2)CCCC3)cc1	4.7
COc1ccc(S(=O)(=O)N2CCN(C(=O)c3cccs3)CC2)cc1	-20.3
Cc1cc(C)n(C(=O)Cc2cn3ccsc3n2)n1	10.1

Arranged by SMILES length (largest number first): some entries from above.
mol	Artemis endo inh
O=C(NCCCN1CCN(C2CCCCC2)CC1)Nc1ccccc1C(F)(F)F	1.2
Cc1ccc(-c2nc(=S)c3c(n2Cc2ccco2)CCCC3)cc1	4.7
CCOC(=O)c1sc(NC(C)=O)c(C(=O)OCC)c1C	9.2
CC1CCCC(NC(=O)COC(=O)CCC2CCCC2)C1C (centres undefined)	-2.3
CCOP(C)(=O)C1(C(=O)OCc2ccccc2)CC1 (centres undefined)	-5.6
COc1cccc(-c2csc(NC(C)=O)n2)c1	-4.9
CSc1nnc(-c2cc3ccccc3cc2O)n1C	-0.5

(listing goes on)
mol	Artemis endo inh
COc1cccc(NC(=O)CN2CCN(c3ccccc3F)CC2)c1	-4.5
Cc1cc(Br)ccc1SCC(=O)OCC(=O)N1CCN(C(=O)c2ccco2)CC1	-2.6
CCOC(=O)CC(=O)Nc1cc(Cl)ccc1O	2.2
Cc1c(N=CN2CCOCC2)c(=O)n(C)c(=O)n1C	-4.9
CCOC(=O)c1c(N)sc(C(=O)N2CCCC(C(N)=O)C2)c1C (centres undefined)	-4.5
Cn1cnnc1SCC(=O)Nc1ccc2nc(SCc3cccc4ccccc34)sc2c1	1.1
CC1(C)CC(=O)C=C(OC(=O)c2ccc(Cl)cc2)C1	3.8
CCOC(=O)c1c(-c2ccc(Cl)cc2)cn2ccccc12	-7.7
Cc1cc(C)n(-c2nc3ccccc3n3nnnc23)n1	-4.2
CCOc1ccccc1NC(=O)Cn1c(=O)n(CCC(=O)NC2CCCC2)c(=O)c2ccccc21	-1.4
COc1ccc(-c2nnn(Cc3nc(N)nc(N4CCCCC4)n3)n2)cc1	-9.2
Cn1c(=O)c2[nH]c(Nc3ccccc3)nc2n(C)c1=O	0.5
O=C(Cc1ccccc1)Nc1nc2ccccc2s1	13.9
CCC(C)NCC(=O)Nc1ccc(-c2nc3cc(NC(=O)CNC(C)CC)ccc3o2)cc1 (centres undefined)	4.7
COc1ccc(C(=O)N2CCN(c3cccc(Cl)c3)CC2)c(OC)c1	-1.6
O=C(N/N=C/c1c[nH]c2ccc(Br)cc12)c1ccn(Cc2ccc(Cl)cc2Cl)n1	11.9
COc1ccc(Cc2nc(C(=O)NCc3ccccc3OC)cs2)cc1	12.1
O=C(O)C1CSC(CCc2ccccc2)N1 (centres undefined)	-5.4
COCCn1nnnc1C(c1ccc(OC)c(OC)c1)N1CCN(c2nc3ccccc3s2)CC1 (centres undefined)	-4.7
O=C(Cc1cccs1)Nc1nnc(Cc2ccccc2)s1	-0.8
COC(=O)c1ccccc1NC(=O)c1ccc(NS(C)(=O)=O)cc1	3.8
O=C(CSc1nnc(-c2ccccc2)o1)OCc1ccccc1	14.3
Cc1cccc(C(=O)N2CCN(c3ccc([N+](=O)[O-])c(NCc4ccco4)c3)CC2)c1	27.6
Cn1nnc2cc(C(=O)NCc3ccco3)ccc21	-3.1
Cc1ccc(S(=O)(=O)N2CCN(S(C)(=O)=O)C2c2ccccc2)cc1 (centres undefined)	10.2
COc1ccc(-c2ncc3ccccn23)cc1	3.0
COc1ccc(-c2nc(C#N)c(N3CCC(C(N)=O)CC3)o2)cc1	-1.9
CCN(C(=O)CSc1nnc(Cn2nnc3ccccc32)o1)c1nc(-c2ccccc2)cs1	15.2
CCOc1cccc(C(=O)Nc2ccccc2OC(F)F)c1	0.3
COc1ccc(-c2nnc(SC(C)C(=O)Nc3c(C)n(C)n(-c4ccccc4)c3=O)o2)cc1 (centres undefined)	0.3
CCN(c1c(C)n(C)n(-c2ccccc2)c1=O)S(C)(=O)=O	-1.7
Cc1ccc(-c2csc(-c3c[nH]c4ccccc34)n2)c(C)c1	-1.9
CCCCc1c(O)nc2sc3cc(OC)ccc3n2c1=O	-8.3
CC(C(=O)Nc1nccs1)N1C(=O)C2CC=CCC2C1=O (centres undefined)	-8.9
CCOC(=O)C(=O)/C(=C\N(C)C)c1onc(-c2ccccc2)c1C(=O)OC	-0.6
O=C(NCCC1=CCCCC1)C1COc2ccccc2O1 (centres undefined)	7.0
Cc1cc(C)n(-c2nc3ccccc3c(=O)n2OCC(=O)OCc2ccccc2)n1	7.3
Cc1nn(C)cc1C(N)=O	-4.5
CCC(=O)Nc1ccc2c(c1)ncn2-c1ccccc1OC	-10.5
O=C(CSc1nc2ccccc2o1)N1CCN(C(=O)c2ccco2)CC1	-0.3
Cn1c(C(=O)NCC2CCCO2)cc2oc3ccccc3c21 (centres undefined)	6.8
O=C(Nc1ccc(-c2nnc(-c3ccccc3)o2)cc1)C(F)(F)F	-0.4
COc1ccc(-n2c(SCC(=O)c3c(N)n(C)c(=O)n(C)c3=O)nc3ccccc32)cc1	3.0
CC(C)C(C)(C#N)NC(=O)CSc1nnc(C(F)(F)F)n1C (centres undefined)	-2.9
N#CCC(=N)N1CCN(c2ccc(Cl)cc2)CC1	-0.2
CCOc1ccc2nc(SCC(=O)N3CCN(C(=O)c4ccco4)CC3)sc2c1	2.1
O=C(O)c1nn(-c2ccccc2)ccc1=O	-7.0
Cc1c(Cl)cccc1NC(=S)NN1CCOCC1	-1.8
N#CCCN(CCC#N)c1nncs1	-5.1
Cc1cc(C)c(C#N)c(SCCS(=O)(=O)c2ccc(C(C)(C)C)cc2)n1	2.6
COc1ccc(C(=O)OC(C(=O)c2ccccc2)c2ccccc2)cc1 (centres undefined)	9.3
CCC(C)(C)n1nnnc1CN1CCC(NC(=O)c2ccc(Br)cc2)CC1	-7.7
Cn1cc(C(=O)c2ccccc2)cc1-c1nc2ccccc2n1C	0.9
CS(=O)(=O)N1N=C(c2ccc(Br)cc2)CC1c1cccs1 (centres undefined)	5.0
O=c1[nH]nc(CNc2ccc(O)cc2)c2ccccc12	6.3
CCOC(=O)C1CCN(S(=O)(=O)c2cccc(-c3cn4ccccc4n3)c2)CC1	-5.1
O=C(CN1C(=O)C2CC=CCC2C1=O)Nc1ccc(S(=O)(=O)NC2=NCCCCC2)cc1 (centres undefined)	9.3
O=C(Nc1ccc(F)cc1)N(Cc1ccco1)Cc1cc2cc3c(cc2[nH]c1=O)OCO3	-1.4
Cc1cccc(NC(=O)CSCc2c(C)noc2C)c1C	-7.4
O=C(NCC1CCCO1)C1CCCN(Cc2cnn(-c3ccccc3)c2-n2cccc2)C1 (centres undefined)	-9.3

Remaining list, next part.
mol	Artemis endo inh
CCOC(=O)Cc1nnc(NC(=O)c2cccc(OCC)c2)s1	2.0
COc1ccnc(N=CNOCc2cccc(Cl)c2Cl)c1C#N	0.5
COc1ccc(-c2nn(-c3ccccc3)cc2/C=N/NS(=O)(=O)c2ccccc2)cc1	8.9
CC(NC(=O)Cn1c(NCCO)nc2ccccc21)c1ccccc1 (centres undefined)	-1.6
COC(=O)c1nn(-c2ccccc2)c(Sc2ccc(OC)cc2)c1/C=N/O	-4.3
COc1ccc(NC(=O)CSc2nnc(-c3ccccc3)n2Cc2ccco2)c(OC)c1	7.6
Fc1ccccc1CSc1nc2ncccc2[nH]1	-1.8
CCOc1ccccc1-n1nnnc1SCC(=O)NC(=O)Nc1ccc2c(c1)OCCO2	-3.9
NC(=O)Cn1cnc(-c2ccccc2)c1	-0.7
CCOC(=O)CNC(=O)CSc1nc2cccnc2n1C1CCCCC1	-4.0
Clc1ccc(Cn2ncc3c(N4CCOCC4)ncnc32)cc1	6.6
C=CCn1c(Cc2c(C)[nH]c3ccccc23)nnc1SCC(=O)NCc1ccc(F)cc1	4.7
CCCCN1Cc2cc(C(=O)c3cc(OC)ccc3O)cnc2NC1=O	5.7
CCOC(=O)N1CCN(C(=O)c2ccccc2CCc2ccccc2)CC1	-3.8
CC1(C)Cc2c(C#N)c(N)sc(=S)c2CS1	18.8
Cc1ccc(-c2cc(C(=O)N/N=C/C=C/c3ccco3)c3ccccc3n2)cc1C	14.1
COc1ccc(C)cc1NC(=O)Nc1ccccc1	-3.6
CCOc1ccc(/C=N/NC(=O)Cc2csc(Nc3cccc(C(F)(F)F)c3)n2)cc1	7.9
COC(=O)C1CSc2[nH]c(=O)sc2C1c1ccc(O)c(OC)c1 (centres undefined)	19.8
CC(=O)Nc1ccc(S(=O)(=O)NCc2csc(-c3cccnc3)n2)cc1	-4.5
O=C(CC1Nc2ccccc2NC1=O)NCC1COc2ccccc2O1 (centres undefined)	4.2
COC(=O)c1c(NC(=O)CN2CCC(C(N)=O)CC2)c2c(C)cccc2n1C	-1.9
CCCCCC1CC(/C(C)=N/NC(N)=O)OC1=O (centres undefined)	-8.6
CN(C)c1ccc(C2C=C(c3ccc(Cl)cc3OC(F)F)Nc3ncnn32)cc1 (centres undefined)	6.4
O=C(c1ccco1)n1nc(-c2ccccc2)nc1SCc1ccccc1	-5.7
Cc1ccc(C)c2[nH]c(=O)c(C(c3nnnn3Cc3ccco3)N3CCc4ccccc4C3)cc12 (centres undefined)	17.4
CSc1nnc(-c2sc3cc(C(F)(F)F)cnc3c2-c2ccccn2)n1C	-7.0
CCC(=O)Nc1nonc1-c1nc2ccccc2n1CC(C)C	8.2
CC(C)(C)OC(=O)N[C@H](Cc1ccccc1)C(=O)N1CCC(C(=O)O)CC1	-9.9
CC1(C)Cc2cccc(OCC(O)CN3CCN(c4ccccn4)CC3)c2O1 (centres undefined)	-5.6
O=C(Cn1c(=O)oc2ccccc21)c1ccccc1	-12.8
O=C(Nc1cccc(O)c1)c1cccc(S(=O)(=O)N2CCCC2)c1	1.3
Cc1cc(C(=O)Nc2cccc(O)c2)co1	-6.3
Cc1nc2sc3c(c2c(=O)o1)CCC3	-0.1
O=C(NCC1CCCO1)c1ccc(/C=N/O)nc1 (centres undefined)	1.8

The list is partial, so the mix of outcomes need not match the whole.
